Screening results: PubChem BioAssay, The Scripps Research Institute Molecular Screening Center
MBD2 inh – inhibitors of MBD2 binding to methylated DNA, primary screen, biochemical, TR-FRET, DNA-binding domain, human; Methyl-CpG-binding domain protein 2 (Homo sapiens), Q9UBB5; MBD2 binding to methylated oligonucleotide; inhibition, % at 4.4 µM; 370,000 compounds, 0.31% hits; in the data active = inhibition above about 13%
Target sequence (Q9UBB5 whole entry, looked up, the tested form may be a part): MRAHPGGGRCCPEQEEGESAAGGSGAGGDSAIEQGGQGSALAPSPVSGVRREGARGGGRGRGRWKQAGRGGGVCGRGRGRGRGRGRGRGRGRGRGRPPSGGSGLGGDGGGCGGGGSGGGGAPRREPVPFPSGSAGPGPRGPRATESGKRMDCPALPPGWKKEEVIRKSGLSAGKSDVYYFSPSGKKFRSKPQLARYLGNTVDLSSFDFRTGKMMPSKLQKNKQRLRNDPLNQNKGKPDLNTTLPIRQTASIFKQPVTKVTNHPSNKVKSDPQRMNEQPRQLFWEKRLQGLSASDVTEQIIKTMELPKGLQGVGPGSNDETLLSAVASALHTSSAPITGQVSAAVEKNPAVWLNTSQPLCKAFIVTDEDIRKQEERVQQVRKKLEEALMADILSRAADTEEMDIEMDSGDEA
ARFGAP1 inh – inhibitors of rat ARFGAP1 GAP activity, primary screen, biochemical, fluorescence polarization, GDP tracer; ADP-ribosylation factor GTPase-activating protein 1 (Rattus norvegicus), Q62848; Arfgap1-stimulated ARF1 GTP hydrolysis, GDP FP detection; inhibition, % at 16.5 µM; 360,000 compounds, 0.26% hits; AID 651572, 2012;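 active = inhibition above a per-plate limit, mean inhibition of low control wells plus 3 SD, cut at about 25% in these data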;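 also: 0% = DMSO wells with enzyme and 100% = wells lacking Arfgap1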
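material = rat Arfgap1 catalytic domain, aa 1-136 | also added = human ARF1(Δ1-17)-GTP substrate | compound dosing = one concentration, 16.5 µM, DMSO 1.26% | times = GTP hydrolysis reaction 2 h at 25 °C | measured by = FP, GDP Alexa 633 tracer displaced from anti-GDP antibody, 620/688 nm | evaluation = percent inhibition of Arfgap1-stimulated GTP hydrolysis | replication = single well per compound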
ADAM17 inh – ADAM17 inhibitors, primary screen, biochemical, QFRET. Disintegrin and metalloproteinase domain-containing protein 17 (Homo sapiens), P78536. recombinant ADAM17, EDANS/DABCYL FRET peptide cleavage. inhibition, % at 6.95 µM. 370,000 compounds, 0.83% hits;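 active = inhibition above the mean of compounds lying between control limits plus 3 SD, set per campaign, cut at about 8.5% in these data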;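 also: 0% = DMSO-only wells as the low control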
PLC-beta3 inh – human PLC-beta3 inhibitors, primary screen, biochemical, fluorescence | AID 720704, 2013 | Purified PLC-beta3, fluorogenic substrate | 370,000 compounds, 0.18% hits | inhibition, % at 12.2 µM | 1-phosphatidylinositol 4,5-bisphosphate phosphodiesterase beta-3 (Homo sapiens), Q01970; in the data active = inhibition above about 11%;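 also: 0% = median of compound wells on plate and 100% = full blocker control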
proKLK7 act – proKLK7 zymogen activators, primary screen, biochemical, fluorescence intensity; 370,000 compounds, 0.9% hits; AID 652039, 2013; purified proKLK7, EDANS-DABCYL substrate fluorescence; 100% is mature enzyme control, 0% vehicle; activation, % at 7 µM; Kallikrein-7 (Homo sapiens), P49862;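 active = activation above the mean of all tested compounds plus 3 SD, computed per campaign excluding outliers beyond control limits, cut at about 13% in these data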
DDE Tn6 FP inh – inhibitors of Tn6 peptide binding to fibrin DD(E), primary screen, biochemical, fluorescence polarization, human fibrin, Tn6 probe; Fibrinogen beta chain (Homo sapiens), P02675; Fibrin DD(E) TRITC-Tn6 fluorescence polarization displacement; inhibition, % at 8.3 µM; 370,000 compounds, 0.21% hits;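 active = inhibition above a per-campaign cutoff: mean of compounds within control limits plus 3 SD, cut at about 15% in these data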;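 also: 0% = median of all compound wells on the plate and 100% = blocking peptide control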
Target sequence (P02675 whole entry, looked up): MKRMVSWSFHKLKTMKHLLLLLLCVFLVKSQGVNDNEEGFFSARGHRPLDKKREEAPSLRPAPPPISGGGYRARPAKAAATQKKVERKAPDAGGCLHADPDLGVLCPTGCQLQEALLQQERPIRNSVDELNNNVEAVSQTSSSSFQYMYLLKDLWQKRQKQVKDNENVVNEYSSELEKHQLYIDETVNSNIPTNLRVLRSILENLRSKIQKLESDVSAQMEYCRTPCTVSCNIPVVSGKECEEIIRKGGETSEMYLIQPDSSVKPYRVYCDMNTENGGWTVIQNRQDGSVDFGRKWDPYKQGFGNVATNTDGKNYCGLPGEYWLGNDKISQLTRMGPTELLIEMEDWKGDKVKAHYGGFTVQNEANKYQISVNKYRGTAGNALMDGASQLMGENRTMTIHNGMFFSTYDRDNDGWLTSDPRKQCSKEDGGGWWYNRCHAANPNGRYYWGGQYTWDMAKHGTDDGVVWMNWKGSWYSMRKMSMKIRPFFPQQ
ASAP1 inh – inhibitors of human ASAP1 ArfGAP activity, primary screen, biochemical, fluorescence polarization. ASAP1-stimulated ARF1 GTP hydrolysis, GDP FP detection. Arf-GAP with SH3 domain, ANK repeat and PH domain-containing protein 1 (Homo sapiens), …. 360,000 compounds, 0.19% hits. inhibition, % at 16.5 µM; in the data active = inhibition above about 25%;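 also: 0% = vehicle with enzyme and substrate and 100% = no enzyme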
UHRF1 binding – UHRF1 methylated DNA binding inhibitors, primary screen, counter-screen for MBD2 inhibitor project, biochemical, TR-FRET, human UHRF1, single concentration. 370,000 compounds, 0.75% hits. inhibition, % at 4.4 µM. UHRF1 binding to methylated oligo. AID 687016, 2013; in the data active = inhibition above about 21%;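 also: UHRF1 SRA domain binding a hemimethylated CpG hairpin DNA probe; 0% = median of test compound wells and 100% = reference inhibitor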
Tn7 DDE FP – inhibitors of Tn7 peptide binding to fibrin DD(E), primary screen, biochemical, fluorescence polarization, human fibrin, Tn7 probe. Fibrinogen beta chain (Homo sapiens), P02675. FP displacement of FITC-Tn7 peptide from fibrin DD(E); 0% = median of compound wells per plate. inhibition, % at 8.3 µM. 370,000 compounds, 0.13% hits. AID 720508, 2013;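 active = inhibition above the mean of compounds falling within the control limits plus 3 SD of them, cut at about 14% in these data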;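 also: 0% = plate median of compound wells and 100% = 10 µM Aha-Tn7 peptide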
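Assay system: Human fibrin DD(E) protein | Medium: Tris buffer with calcium and detergent, pH 7.8 | Reagent: 0.1 µM fluorescent Tn7 | Compound dosing: Single point at 8.3 µM | Times: 10 min preincubation, 3 h with tracer, room temperature | Detection: Fluorescence polarization of the labelled Tn7 tracer | Controls: Aha-Tn7 high control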
PLCg1 inh – PLC-gamma1 enzyme inhibitors, primary screen, biochemical, fluorescence, purified enzyme. AID 720700, 2013. 1-phosphatidylinositol 4,5-bisphosphate phosphodiesterase gamma-1 (Homo sapiens), P19174. inhibition, % at 12.2 µM. fluorogenic substrate. 370,000 compounds, 0.84% hits; in the data active = inhibition above about 9.5%
The depositor's hits bear a star; . = no result given. Compounds were not picked by outcome; overall some 4.1% were active at least once.

1: COc1cc(/C=N/NC(=O)c2nnn(-c3nonc3N)c2C(C)C)ccc1O
2: CCCS(=O)(=O)NC(=O)C1(C)CCN(C(=O)c2cccs2)C1 (stereo unspecified)
3: Cc1cccc(CCNC(=O)c2cccc(N3CCCC3=O)c2)c1
4: CCCN(CC(=O)Nc1ccccc1OC)C(=O)Cn1c(=O)oc2ccccc21
5: CC12CCC(=O)C=C1CCC1C2C(O)CC2(C)C(c3csc(N)n3)CCC12 (stereo unspecified)
6: NC(=O)c1c(NC(=O)CCCC(=O)O)sc2c1CCCCCC2
7: Cc1nnc(SCC(=O)NNC(=O)COc2ccc(Cl)cc2)n1C
8: CN(C)c1cc[n+](Cc2ccccc2)cc1

assay / compound,1,2,3,4,5,6,7,8
MBD2 inh,-6,2,7,1,-1,1,1,-3
ARFGAP1 inh,-7,-7,-1,4,11,-3,-3,2
ADAM17 inh,1,-3,-4,2,-1,-1,3,-1
PLC-beta3 inh,-6,3,-9,-5,-5,-1,-3,-1
proKLK7 act,-0.6,-0.4,-0.8,0.4,0.5,0.7,-0.2,0.0
DDE Tn6 FP inh,2,-7,5,6,-5,4,-4,-2
ASAP1 inh,-12,-6,-5,0,3,-6,-5,10
UHRF1 binding,-4,1,0,0,3,2,-1,0
Tn7 DDE FP,6,-4,0,0,-4,7,-9,-11
PLCg1 inh,0,0,-2,-4,-5,-1,2,-1

Single records (already shown). Screens in order: MBD2 inh, ARFGAP1 inh, ADAM17 inh, PLC-beta3 inh, proKLK7 act, DDE Tn6 FP inh, ASAP1 inh, UHRF1 binding, Tn7 DDE FP, PLCg1 inh
Listed for CN(C)c1cc[n+](Cc2ccccc2)cc1 → -3, 2, -1, -1, 0.0, -2, 10, 0, -11, -1
Listed for Cc1cccc(CCNC(=O)c2cccc(N3CCCC3=O)c2)c1 → 7, -1, -4, -9, -0.8, 5, -5, 0, 0, -2

(next part)
9: COc1ccc(N=Cc2c(O)[nH]c3ccccc23)cc1OC
10: CCCNC(=O)c1cc(C)no1
11: CCOc1ccc(OCCC(=O)OCC(=O)c2c(N)n(C)c(=O)n(C)c2=O)cc1
12: CCC(C)NC(=O)C(NS(=O)(=O)c1ccc2c(c1)c(=O)n(C)c(=O)n2C)c1ccccc1 (stereo unspecified)
13: COc1ccccc1C(C)N(C)Cc1nc(COc2ccccc2)no1 (stereo unspecified)
14: Cc1ccc(NC(=O)c2ccc(CSc3ccccn3)cc2)c(O)c1
15: O=C(Nc1ccn(CCCN2CCN(c3ncccn3)CC2)c(=O)n1)OCc1ccccc1
16: O=C(COc1ccc(F)cc1)N1c2ccccc2CCc2ccccc21

assay / compound,9,10,11,12,13,14,15,16
MBD2 inh,-1,-3,-1,-4,-5,-3,6,6
ARFGAP1 inh,5,-6,-2,3,11,-4,6,4
ADAM17 inh,0,2,2,-6,0,0,-3,-1
PLC-beta3 inh,-6,3,-4,-3,-1,-15,3,1
proKLK7 act,0.0,-0.4,-0.2,0.0,0.0,0.3,-0.2,-0.2
DDE Tn6 FP inh,2,-2,-6,6,7,-3,-5,1
ASAP1 inh,-5,-6,8,-6,4,-22,-6,-3
UHRF1 binding,0,0,0,-16,0,1,-2,1
Tn7 DDE FP,-3,-10,1,5,-5,2,-5,-1
PLCg1 inh,-1,6,2,-1,6,-6,-2,-1

17: CCc1ccc(NC(=O)Cn2ncn3c(cc4ccccc43)c2=O)cc1
18: Cc1ccc([C@@H]2CC=C(C(=O)O)[C@H](c3ccc(F)cc3)N2S(=O)(=O)c2ccccc2C)cc1
19: CN(Cc1ccco1)S(=O)(=O)c1ccc(CN2C(=O)c3cccnc3C2=O)s1
20: Oc1ccc(/C=N/n2cnn(Cc3ccccc3Cl)c2=S)c(O)c1
21: O=C(NCCc1ccco1)c1nn(Cc2ccccc2)c(=O)c2ccccc12
22: OCCOCCOc1cccc2[nH]ccc12
23: O=C(CNC(=O)c1ccccc1)N/N=C/C=C/c1ccccc1
24: Cc1nc(NNC(=O)c2ccc(Cl)cc2Cl)cc(-c2ccccc2)n1

assay / compound,17,18,19,20,21,22,23,24
MBD2 inh,-3,0,-1,-1,3,-1,-2,7
ARFGAP1 inh,6,-5,1,7,1,-2,-4,6
ADAM17 inh,-4,1,-6,0,-2,-4,-1,-4
PLC-beta3 inh,-15,-2,-9,-11,1,-3,-4,-1
proKLK7 act,-0.1,-0.4,0.2,-1.3,0.1,-0.7,0.0,-0.7
DDE Tn6 FP inh,-1,1,-6,2,0,4,0,4
ASAP1 inh,-5,-8,6,0,7,0,-12,4
UHRF1 binding,-4,-1,1,-1,-2,18,-4,0
Tn7 DDE FP,-9,-6,-2,-5,3,-2,1,5
PLCg1 inh,-5,-2,0,-12,-3,-2,-20,-1

25: COC(=O)Cc1c(O)ccn(CCc2ccc(S(N)(=O)=O)cc2)c1=O
26: CCc1ccc(OCC(=O)NNC(=O)c2ccc(-n3cncn3)c([N+](=O)[O-])c2)cc1
27: Cc1cccc(NC(=O)CSc2cn[nH]n2)c1
28: COC(=O)c1ccc(N(CC(=O)NCC2CCCO2)C(=O)CCC(=O)Nc2cc(C)on2)cc1 (stereo unspecified)
29: CN(C)CCCNS(=O)(=O)c1cc(Cl)c(Cl)cc1Cl
30: CC(NC(=O)c1cccc(F)c1)C1CC2CCC1C2 (stereo unspecified)
31: CCOC(=O)C1=C(C)N(c2ccccc2)C(=O)C1
32: CCCCN(C)CCOc1ccccc1OCC

assay / compound,25,26,27,28,29,30,31,32
MBD2 inh,-3,2,-1,5,4,3,-1,-2
ARFGAP1 inh,-2,2,8,-15,-6,4,-8,7
ADAM17 inh,1,-4,0,1,-6,-3,-5,-3
PLC-beta3 inh,-6,-7,-2,-5,-1,-7,-3,5
proKLK7 act,0.7,0.1,0.9,0.5,-0.4,0.5,3.1,0.0
DDE Tn6 FP inh,6,-5,0,-1,2,0,3,1
ASAP1 inh,10,2,-8,-10,1,-2,3,-6
UHRF1 binding,-1,-2,0,3,3,2,-3,1
Tn7 DDE FP,3,6,-2,3,5,10,4,5
PLCg1 inh,-2,-3,4,3,0,-1,-6,2

33: Cc1ccc(-n2nc3c(=O)n(C(C)C(=O)NCCCc4ccccc4)nc(C)c3c2C)cc1 (stereo unspecified)
34: Cc1cn(CC(=O)NCc2ccccc2)c(=O)[nH]c1=O
35: N/C(COc1ncn(-c2ccccc2)n1)=N\S(=O)(=O)c1ccccc1
36: Cc1nccn1CC(O)COc1ccccc1 (stereo unspecified)
37: CN(CCNC(=O)C1CC(=O)N(C2CCCC2)C1)Cc1ccccc1 (stereo unspecified)
38: COc1ccc2cc3cc(C(=O)NCCN4CCN(c5ccccc5F)CC4)oc3nc2c1
39: Clc1nc(CN2CCOCC2)nc2sc3c(c12)CCC3
40: COc1ccc(S(=O)(=O)N2CCN(C(=O)c3ccco3)CC2)cc1OC
41: O=C(OCCN1CCN(C2CN(Cc3cn(Cc4ccccc4Cl)nn3)S(=O)(=O)C2)CC1)c1cc2ccccc2o1 (stereo unspecified)

assay / compound,33,34,35,36,37,38,39,40,41
MBD2 inh,3,-8,-4,-1,-6,6,-4,4,4
ARFGAP1 inh,8,-11,-4,18,0,0,5,-4,.
ADAM17 inh,-2,3,0,-5,-1,-421,0,-2,-1
PLC-beta3 inh,-11,4,1,-2,-1,-272,0,3,-1
proKLK7 act,0.0,0.1,-0.1,-0.5,-0.8,-25,0.3,0.1,-0.1
DDE Tn6 FP inh,0,-2,7,0,3,1,0,3,-1
ASAP1 inh,9,-5,0,2,-1,0,-11,3,.
UHRF1 binding,-1,4,2,-1,0,-4,2,-3,6
Tn7 DDE FP,9,-4,1,3,6,3,-4,-3,4
PLCg1 inh,3,0,0,0,-1,-222,0,3,-1

Reprinted at random: 7 entries already listed.
39: Clc1nc(CN2CCOCC2)nc2sc3c(c12)CCC3
34: Cc1cn(CC(=O)NCc2ccccc2)c(=O)[nH]c1=O
36: Cc1nccn1CC(O)COc1ccccc1 (stereo unspecified)
40: COc1ccc(S(=O)(=O)N2CCN(C(=O)c3ccco3)CC2)cc1OC
41: O=C(OCCN1CCN(C2CN(Cc3cn(Cc4ccccc4Cl)nn3)S(=O)(=O)C2)CC1)c1cc2ccccc2o1 (stereo unspecified)
35: N/C(COc1ncn(-c2ccccc2)n1)=N\S(=O)(=O)c1ccccc1
33: Cc1ccc(-n2nc3c(=O)n(C(C)C(=O)NCCCc4ccccc4)nc(C)c3c2C)cc1 (stereo unspecified)

assay / compound,39,34,36,40,41,35,33
MBD2 inh,-4,-8,-1,4,4,-4,3
ARFGAP1 inh,5,-11,18,-4,.,-4,8
ADAM17 inh,0,3,-5,-2,-1,0,-2
PLC-beta3 inh,0,4,-2,3,-1,1,-11
proKLK7 act,0.3,0.1,-0.5,0.1,-0.1,-0.1,0.0
DDE Tn6 FP inh,0,-2,0,3,-1,7,0
ASAP1 inh,-11,-5,2,3,.,0,9
UHRF1 binding,2,4,-1,-3,6,2,-1
Tn7 DDE FP,-4,-4,3,-3,4,1,9
PLCg1 inh,0,0,0,3,-1,0,3
